Screening results as filed in PubChem.
M5 antag: human M5 muscarinic receptor antagonists, primary screen, CHO cells, Fluo-8 calcium fluorescence; Muscarinic acetylcholine receptor M5 (Homo sapiens), P08912; CHO-hM5 cells, ACh EC80; inhibition, % at 3 µM; 360,000 tested, 0.59% active;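 active means inhibition above a per-plate cutoff, the mean of that plate's test compounds plus 3 SD, cut at about 27% in these data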;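 further: 0% = acetylcholine EC80 with DMSO and 100% = DMSO without agonist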
TAAR1 ag: human TAAR1 agonists, primary screen, Fluo-8 calcium fluorescence, CHO RD-HGA16 cells; vehicle wells 0%, saturating PEA agonist 100%; 360,000 tested, 0.99% active; activation, % at 3 µM; Trace amine-associated receptor 1 (Homo sapiens), Q96RJ0;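 active means activation above the mean activation of all test compounds in the run plus 3 SD, cut at about 38% in these data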
Target sequence (Q96RJ0 whole entry, looked up): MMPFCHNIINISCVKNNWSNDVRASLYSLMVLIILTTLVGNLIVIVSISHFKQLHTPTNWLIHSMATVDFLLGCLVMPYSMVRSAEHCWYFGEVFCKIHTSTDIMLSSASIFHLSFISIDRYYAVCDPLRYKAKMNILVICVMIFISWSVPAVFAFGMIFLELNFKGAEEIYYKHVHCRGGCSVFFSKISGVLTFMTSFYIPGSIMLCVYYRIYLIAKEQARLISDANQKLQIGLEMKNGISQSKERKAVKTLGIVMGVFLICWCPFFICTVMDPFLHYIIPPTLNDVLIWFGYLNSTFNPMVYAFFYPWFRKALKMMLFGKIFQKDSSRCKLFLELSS
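Test system: RD-HGA16 (CHO) cells co-expressing Gα16 and hTAAR1 / Benchmarks: DMSO vehicle as 0%, PEA at EC100 as 100% / Repeats: no replicates (n 1) / Measure: % activation from peak over basal fluorescence ratio, DMSO-to-PEA scaled / Timing: 17-24 h plating, Fluo-8 75 min 37 °C, 30 min RT / Technique: kinetic Fluo-8 calcium fluorescence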
CHRM1 antagonist: human M1 muscarinic receptor antagonists, primary screen, CHO-K1 cells, Fluo-8 calcium fluorescence, 1536-well; 360,000 tested, 1.3% active; AID 588852, 2011; CHO-K1 hM1, ACh EC80 antagonist; inhibition, % at 3 µM;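 active means percent inhibition above its own plate's cutoff, namely the mean of that plate's compound wells plus 3 SD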;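 further: peak over basal fluorescence ratio during 140 s after agonist addition; 0% = ACh EC80 plus DMSO and 100% = DMSO alone without agonist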
Target sequence (P11229 whole entry, looked up): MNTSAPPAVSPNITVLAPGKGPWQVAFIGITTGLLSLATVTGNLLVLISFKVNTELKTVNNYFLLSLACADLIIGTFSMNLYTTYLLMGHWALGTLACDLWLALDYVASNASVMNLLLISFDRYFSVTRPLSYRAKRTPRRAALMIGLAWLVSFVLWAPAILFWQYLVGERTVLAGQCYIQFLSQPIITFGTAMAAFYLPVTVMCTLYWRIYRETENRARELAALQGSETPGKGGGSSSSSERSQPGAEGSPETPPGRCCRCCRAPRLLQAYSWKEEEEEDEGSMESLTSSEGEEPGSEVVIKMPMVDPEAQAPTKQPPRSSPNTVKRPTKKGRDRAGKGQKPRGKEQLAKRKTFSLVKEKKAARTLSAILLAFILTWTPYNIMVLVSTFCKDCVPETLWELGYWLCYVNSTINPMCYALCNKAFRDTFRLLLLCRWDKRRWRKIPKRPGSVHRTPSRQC
CHRM5 PAM: human M5 muscarinic receptor positive allosteric modulators, primary screen, CHO-K1 cells, Fluo-8 calcium fluorescence. Muscarinic acetylcholine receptor M5 (Homo sapiens), P08912. CHO-K1 hM5, ACh EC20 PAM; 0% = ACh EC20, 100% = ACh EC100. activation, % at 3 µM. 360,000 tested, 0.3% active;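 active means activation above the run cutoff, the mean activation of all test compounds plus 3 SD, cut at about 18% in these data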
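system = human M5 receptor in CHO-K1 cells | reagent = EC20 acetylcholine as agonist stimulus | compound dosing = single-point, 3 µM nominal | incubation = Fluo-8 loading 80 min at 37 °C plus 30 min room temperature | detection = Fluo-8 calcium dye fluorescence, kinetic read | benchmarks = low control EC20 acetylcholine (0%), high control EC100 acetylcholine (100%)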
M1 PAM: human M1 muscarinic receptor positive allosteric modulators, primary screen, CHO-K1 cells, Fluo-8 calcium fluorescence, 1536-well; Muscarinic acetylcholine receptor M1 (Homo sapiens), P11229; CHO-K1 hM1, ACh EC20; 0% = ACh EC20, 100% = maximal ACh; activation, % at 3 µM; 360,000 tested, 0.088% active; in the data active means activation above about 19%, passing the limit was not always enough
CHRM5 agonist: human M5 muscarinic receptor agonists, primary screen, CHO-K1 cells, Fluo-8 calcium fluorescence | Muscarinic acetylcholine receptor M5 (Homo sapiens), P08912 | CHO-K1 hM5 cells; 0% DMSO wells, 100% maximal acetylcholine response | activation, % at 3 µM | 360,000 tested, 0.19% active;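 active means activation above the run's mean over test compounds plus 3 SD, cut at about 23% in these data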;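 further: signal is peak over basal fluorescence ratio across the kinetic read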
M4 ag: human M4 muscarinic receptor agonists, primary screen, CHO-K1 cells, Fluo-8 calcium fluorescence; Muscarinic acetylcholine receptor M4 (Homo sapiens), P08173; CHO-K1 hM4/Gqi5; vehicle 0%, full acetylcholine response 100%; activation, % at 3 µM; 360,000 tested, 0.14% active; AID 624127, 2012;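 active means activation above the run mean over all test wells plus 3 SD, cut at about 32% in these data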;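 further: peak over basal fluorescence ratio per well then scaled between controls; 0% = DMSO wells and 100% = acetylcholine at EC100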
M1 ag: human M1 muscarinic receptor agonists, primary screen, Fluo-8 calcium fluorescence, CHO-K1 cells, HTS; activation, % at 3 µM; Muscarinic acetylcholine receptor M1 (Homo sapiens), P11229; AID 588814, 2011; CHO-K1 hM1, agonist mode; 0% DMSO, 100% acetylcholine EC100; 360,000 tested, 0.33% active;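 active means activation above the run's mean compound activation plus 3 SD, cut at about 16% in these data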;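 further: peak over basal fluorescence ratio within a 140 s kinetic read after compound addition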
CHRM4 antagonist: human M4 muscarinic receptor antagonists, primary screen, CHO cells, Fluo-8 calcium fluorescence | AID 624125, 2012 | 360,000 tested, 0.73% active | CHO-hM4 cells, ACh EC80 | Muscarinic acetylcholine receptor M4 (Homo sapiens), P08173 | inhibition, % at 3 µM;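 active means inhibition above its plate's cutoff, the mean inhibition of sample wells plus 3 SD, cut at about 27% in these data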;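 further: 0% = acetylcholine EC80 with DMSO and 100% = DMSO without agonist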
Starred values were filed as active, the others as inactive; . = no result given.

SMILES	M5 antag	TAAR1 ag	CHRM1 antagonist	CHRM5 PAM	M1 PAM	CHRM5 agonist	M4 ag	M1 ag	CHRM4 antagonist
COc1ccc(-n2cc(-c3ccc(OC(F)F)cc3)[n+]3c2CCCCC3)cc1	9.6	0.1	6.7	-6.7	-13.8	-8.6	0.8	-9.9	-2.7
O=C(Cc1ccccc1)NCCS(=O)(=O)N1CCN(c2ccccc2)CC1	5.5	-0.4	-6.9	-3.6	-1.1	3.7	2.4	-1.5	-4.0
CC1CN(CCCCOc2ccc3ccccc3c2)CC(C)O1 (stereo unspecified)	6.4	1.2	4.6	-8.3	-10.1	-1.8	5.1	-12.6	-13.1
COc1ccc2[nH]c(=O)c(CN(C)C(=O)c3cccs3)cc2c1	-1.9	0.5	-15.6	1.5	12.3	0.8	1.6	-1.5	7.4
O=[N+]([O-])c1ccccc1S(=O)(=O)NC1CCCCCCC1	9.3	4.7	-9.8	-3.5	5.7	-1.6	1.3	-3.1	-2.8
CCCn1c(N)c(C(=O)CSc2nnc(Cc3cccs3)n2C2CC2)c(=O)[nH]c1=O	-0.1	1.5	-4.9	-1.9	-4.6	0.1	1.0	-8.9	3.5
CCc1cc(-c2n[nH]c(=S)n2C(C)c2ccccc2)cs1 (stereo unspecified)	-2.6	-3.6	-12.4	1.5	2.5	-5.8	-1.2	-10.7	0.6
C=CCN1C(=O)CS/C1=N/c1nccs1	-2.3	5.5	1.0	1.1	1.0	-2.7	0.5	-5.2	5.0
CC(=O)c1ccc(NC(=O)c2cc(CC(C)C)nc3ccccc23)cc1	0.9	3.0	-10.9	-12.5	12.1	-3.4	10.2	-2.2	-5.0
O=C(N/N=C/c1cccc(Br)c1)c1ccc(Br)cc1	8.5	16.9	-9.4	4.6	4.8	-2.2	1.1	-3.3	-10.7
C#CCNC(=O)c1cccn1-c1ncc(C(F)(F)F)cc1Cl	-4.7	4.3	-5.6	3.1	6.8	-1.4	0.1	-3.5	5.5
CCN(Cc1ccncc1)C(=O)CCc1nnc(CCc2ccccc2OC)o1	-0.9	2.0	-8.1	1.0	9.5	-0.2	0.9	-8.0	0.3
CCC1=NN(C(=O)Cc2ccc(OC)cc2)C(O)(C(F)(F)F)C1 (stereo unspecified)	-8.2	3.2	-0.5	1.9	2.6	-2.9	0.4	-6.1	-4.3
O=C(CSc1nccc(-c2cccs2)n1)Nc1ccccc1	3.8	-0.7	-14.4	2.2	8.2	-2.0	1.7	1.7	-11.2
COc1ccccc1N1C(=O)C2C(C(=O)c3ccccc3)=NN(c3ccccc3OC)C2C1=O (stereo unspecified)	4.3	18.5	-9.0	3.3	6.3	5.4	6.5	2.2	8.7
O=C(NNC(=O)c1cccnc1SCc1cccc([N+](=O)[O-])c1)c1ccccn1	-3.2	4.3	5.5	5.3	0.7	0.6	3.8	4.0	-1.6
CC(=O)N[C@@H]1C=C[C@@H](CC(=O)NCc2ccc(Cl)cc2)O[C@@H]1CO	-3.8	1.2	.	10.1	.	-0.3	-0.2	.	5.3
CCCNC(=O)c1cc(C2CCCCN2C(=O)OC)on1 (stereo unspecified)	-2.3	2.0	-16.5	-2.2	17.5	0.0	0.1	-7.5	-11.4
CN(C)CCNc1nc2c(c(=O)[nH]c(=O)n2C)n1CC(O)COc1ccc(Cl)cc1 (stereo unspecified)	-3.2	5.6	0.7	-2.2	-0.2	-3.4	2.3	-11.0	-11.5
COc1ccc(NC(=O)Cn2c(=O)oc3ccccc32)cc1	3.0	0.6	-2.4	1.4	4.0	1.2	0.4	-4.7	14.3

Some of these compounds in order of their number in M1 PAM, high to low:
| molecule | M1 PAM |
| --- | --- |
| COc1ccccc1N1C(=O)C2C(C(=O)c3ccccc3)=NN(c3ccccc3OC)C2C1=O (stereo unspecified) | 6.3 |
| O=[N+]([O-])c1ccccc1S(=O)(=O)NC1CCCCCCC1 | 5.7 |
| O=C(N/N=C/c1cccc(Br)c1)c1ccc(Br)cc1 | 4.8 |

(listing goes on)
SMILES	M5 antag	TAAR1 ag	CHRM1 antagonist	CHRM5 PAM	M1 PAM	CHRM5 agonist	M4 ag	M1 ag	CHRM4 antagonist
COC(=O)CCC(=O)Nc1ccc(C)cc1OC(=O)CCC(=O)OC	7.1	4.7	-12.2	5.1	13.5	-1.3	0.6	-3.6	-2.2
Brc1ccc(-n2cnc(-c3ccccc3)c2)cc1	14.2	6.0	-21.0	-5.2	11.8	-2.0	1.1	-2.3	-2.1
CCn1c(SCC(=O)Nc2cc(C)ccc2C)nc2c(c1=O)SC(C)C2 (stereo unspecified)	-0.9	-2.3	-4.7	0.9	8.0	1.5	-1.2	-4.1	-9.2
COc1ccc(C2=CC(=O)C[C@H](COCc3ccccc3)N(C(=O)OC(C)(C)C)O2)cc1	-2.8	-1.8	-27.6	-2.0	11.2	-0.8	-1.0	-3.8	-21.4
Cc1cccc(COC(=O)Nc2ccc(NC(=O)c3ccccc3Cl)cc2)c1	-10.8	8.7	-10.3	14.4	8.3	4.7	4.0	3.6	-12.4
CCn1ccnc1CNC(=O)c1cc(COc2ccc(F)cc2F)on1	2.7	0.7	13.6	-0.9	-17.1	-11.8	4.1	-8.1	-1.9
COc1ccc(CC(=O)Nc2c(C(=O)N3CCN(c4ncccn4)CC3)oc3ccccc23)cc1OC	10.8	3.8	-7.2	-4.0	4.5	-1.9	4.2	-3.0	-8.3
CCOC(=O)C1CCCN(Cc2cc(Br)ccc2OC)C1 (stereo unspecified)	8.2	21.4	-7.7	-6.2	6.8	-5.4	-1.4	-7.1	-1.7
CCOC(=O)C1CCCN(S(=O)(=O)CCNC(=O)c2ccc3c(c2)OCO3)C1 (stereo unspecified)	7.6	1.4	-2.3	0.8	-4.3	2.5	1.5	11.9	-1.4
CC1(C(=O)NNC(=O)c2ccc(=O)oc2)CC1Br (stereo unspecified)	8.2	0.6	-4.9	-9.0	4.7	-3.0	0.6	-1.9	2.8
CN(C)CCOCCSc1ccc(Cl)cc1	15.5	12.3	5.4	-6.5	-7.9	-10.4	0.7	-7.0	4.6
O=C1/C(=C2\C(=O)N(Cc3ccc(F)cc3)c3ccccc32)SC(=S)N1CCS(=O)(=O)O	6.9	-1.9	-8.3	2.0	9.4	-6.4	-0.4	-12.0	-0.3
CCOC(=O)c1nnn(-c2nonc2N)c1CSc1ccccc1	-3.0	9.9	-1.7	-2.5	1.4	-4.5	0.4	-5.7	5.5
O=C(c1noc2c1CCCC2)N1CCOCC1	7.0	.	-6.3	-2.5	4.6	-2.3	0.8	-6.3	-12.7
O=C(CCN1C(=O)/C(=C/c2ccccc2)SC1=S)N1CCCCCC1	11.7	7.6	0.2	0.6	-4.4	-3.6	7.0	-6.8	8.6
O=C(NCc1ccccn1)c1cc2ccccn2n1	-1.9	1.7	-1.9	-0.5	4.9	0.8	1.3	0.2	-9.2
Cn1cccc1P(=O)(c1cccn1C)c1cccn1C	-2.7	3.1	-3.9	3.6	0.5	1.5	-0.6	-1.3	4.7
Brc1ccccc1OCCN1CCCC1	11.9	-0.1	-9.4	-0.8	-3.5	-21.0	0.6	-5.9	-2.9
O=C1CSC(=S)N1N=Cc1ccc2c(c1)OCO2	11.4	-0.6	-2.8	-15.4	-2.8	0.9	0.5	-2.7	2.3
COc1cc(/C=C/C(=O)NCCN2CCOCC2)cc(OC)c1OC	5.0	0.8	-0.7	-5.2	-3.3	0.2	1.2	-3.6	1.3
COc1ccc(N2CCN(C(CNC(=O)C(=O)NCc3ccncc3)c3ccco3)CC2)cc1 (stereo unspecified)	-6.1	6.0	-17.8	10.0	16.5	-0.8	1.6	-1.9	2.5
O=C(Oc1cccc2ccccc12)c1ccccc1	1.7	5.9	-4.8	3.6	7.8	1.5	-0.9	-1.6	-7.2
O=C(CCN1C(=O)COc2ccccc21)N1CCN(c2ccccn2)CC1	-5.9	0.6	2.4	-1.3	-1.0	0.8	1.8	-6.4	-0.2
COc1ccc(Nc2nc(C(=O)N(CCO)Cc3ccccc3)cs2)cc1	-2.7	6.5	-4.8	4.1	4.3	2.5	10.0	-3.4	-3.8
Cc1csc(CNc2ncnc3ccc(-c4ccc5c(c4)OCO5)cc23)c1	-7.9	9.1	-5.7	-2.0	7.7	-10.6	1.8	-9.3	-0.5
CCCCN(C1CCS(=O)(=O)C1)S(=O)(=O)c1ccc(OC)cc1 (stereo unspecified)	0.7	-0.1	-2.5	-2.8	5.7	-0.3	1.1	-3.9	3.4
CCOCC(=O)N(CC)Cc1ccccc1	-29.1	1.1	9.1	13.7	0.1	3.0	1.7	-1.5	-6.4
COc1ccccc1-c1csc2ncnc(Sc3nnnn3C)c12	6.7	7.3	0.3	-8.0	6.8	-2.4	1.7	-8.3	14.7
CCc1nc2ccc(C(=O)N(C)Cc3ccccc3)cn2c1N(CC)Cc1cccc(Br)c1	0.9	-0.8	8.8	-16.8	-15.7	-3.9	2.0	-9.4	-2.9
CCN1CCN(C(c2cccs2)C(C)NC(=O)c2ccco2)CC1 (stereo unspecified)	-5.3	5.1	-13.6	4.7	8.3	-4.2	0.1	-11.2	-4.4
C=CCn1c(C(C)NC(=O)c2ccccc2C)n[nH]c1=S (stereo unspecified)	3.8	0.6	-11.0	-3.0	8.4	0.9	1.0	-5.3	6.8
CN(C)S(=O)(=O)N1CCN(c2ccc([N+](=O)[O-])cc2)CC1	8.3	6.6	-13.7	-9.4	10.8	0.1	3.1	-6.2	-5.2
O=C(O)CCCC(=O)Nc1ccc(S(=O)(=O)Nc2nccs2)cc1	3.2	-0.2	-9.1	-5.8	4.8	-2.2	0.0	-1.8	2.8
CN(C)Cc1c[nH]c2nccnc12	8.7	0.6	-11.6	6.6	5.4	3.9	0.9	13.3	0.9
Cc1c(C(=O)OCc2ccccc2)[nH]c2c1C(=O)CC(c1ccco1)C2 (stereo unspecified)	9.8	.	1.6	-13.9	-3.8	0.9	0.6	-4.4	0.7
COc1ccc(-c2noc(COc3ccc4c(c3)OCO4)n2)cc1OC	-5.8	-2.5	-9.6	3.1	8.1	0.4	1.0	-0.7	-14.6

Some of the compounds tested; rates above refer to the full screens.
